Insulin prom inh = TRM-6 insulin promoter activity inhibition. TRM-6 cells (human fetal islet line), insulin promoter-eGFP reporter, imaging; reporter expression induced with tamoxifen. inhibition, % at 2 µM. 130,000 compounds, 0.9% hits;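 active means inhibition above the mean plus 3 SD, with well images judged a real hit on visual review, cut at about 60% in these data, passing the limit was not always enough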
SDO1 yeast rescue = sdo1-depleted yeast growth rescue; AID 817; 140,000 compounds, 0.21% hits; S. cerevisiae sdo1-depleted JHY4D growth rescue, OD600 30 h; stronger effect = higher value; pdr5 snq2 efflux-pump mutant strain; z-score at 10 µM;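 active means z-score above 3 at both the 24 hr and the 30 hr optical density reads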;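 further: z-score against mean and SD of all compound wells on the same plate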
SDO1 yeast rescue Rescue 24 h = recorded beside SDO1 yeast rescue, whose call it bears; z-score; S. cerevisiae sdo1-depleted JHY4D growth rescue, OD600; measured here: growth rescue at 24 h;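 0 is the plate mean of compound wells and units are plate SD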
The depositor's hits bear a star; . = no result given. An unsorted share of the library; overall some 0.99% were active at least once.

SMILES	Insulin prom inh	SDO1 yeast rescue	SDO1 yeast rescue Rescue 24 h
CCOc1ccc(OCc2ccc(C(=O)NCC3CCCO3)o2)cc1 (stereo not drawn)	-3	0.5	0.05
COC(=O)c1ccc(CSc2nc3ccccc3c(=O)n2-c2ccccc2)o1	19	-1.6	-1.1
CCC(=O)NC(=S)Nc1ccc(NC(=O)COc2ccc(Cl)cc2Cl)cc1	-4	-1.9	-0.95
COc1ccccc1N(Cc1ccccc1)S(=O)(=O)c1cccc(C(=O)Nc2ccc(C(C)=O)cc2)c1	26	0.2	0.95
CCCCCCCCCCOC(=O)C[N+](C)(C)CC1CCCCC1O (stereo not drawn)	-33	.	.
CS(=O)(=O)CCC(C(=O)N1CCOCC1)N1C(=O)c2cc(Cl)c(Cl)cc2C1=O (stereo not drawn)	11	-0.2	-0.44
CCCc1cc(N2CCCC(C(=O)Nc3c(OC)cccc3OC)C2)n2ncnc2n1 (stereo not drawn)	30	-0.33	0.13
Cc1ccc(NC(=O)CSc2ncnc3ccccc23)cc1S(=O)(=O)N1CCCCC1	-8	-0.96	-0.18
COc1cccc(C(c2sc3nc(C)nn3c2O)N2CCc3ccccc3C2)c1 (stereo not drawn)	20	0.2	2.5
O=C(NCc1ccco1)C1CCN(c2ccc(N3CCOCC3)nn2)CC1	.	-0.54	-1.1
O=C1NC(NS(=O)(=O)c2ccc(Cl)cc2)(C(F)(F)F)C(=O)N1c1ccccc1 (stereo not drawn)	-7	1.1	0.05
Cn1c(=N)n(CC(O)c2cccs2)c2ccccc21 (stereo not drawn)	-14	.	.
CC(C)CCN1C(=O)CCC1(C)C(=O)NC1CCCCCC1 (stereo not drawn)	-82	0.13	-0.04
COc1ccc(S(=O)(=O)N(Cc2cccs2)C2CCCC2)cc1	3	-1.2	-1.1
CCOC(=O)C1CCN(C(=O)c2cccc(C(=O)N3CCC(C(=O)OCC)CC3)c2)CC1	45	0.32	-0.22
O=C(N/N=C/c1cccnc1)C(O)(c1ccccc1)c1ccccc1	.	0.93	0.63
CCOC(=O)C(C(=O)c1ccccc1)C1CC(C)NC(=S)N1 (stereo not drawn)	-45	1.4	0.27
CC1=CC(C)(C)Nc2ccc(OC(=O)c3ccco3)cc21	-18	-0.09	-0.91
Cc1ccc(CCSCC(=O)O)cn1	-6	-0.38	-0.86
O=C(NCc1ccco1)c1cccc2ccccc12	-13	1.7	0.87

As entered above.
Insulin prom inh, `O=C1NC(NS(=O)(=O)c2ccc(Cl)cc2)(C(F)(F)F)C(=O)N1c1ccccc1` (stereo not drawn) : -7
SDO1 yeast rescue Rescue 24 h, `O=C(N/N=C/c1cccnc1)C(O)(c1ccccc1)c1ccccc1` : 0.63

Further entries
SMILES	Insulin prom inh	SDO1 yeast rescue	SDO1 yeast rescue Rescue 24 h
CCCCC(=O)Nc1sc2c(c1C(N)=O)CCC2	-16	-0.39	-0.5
O=C(/C=C/c1ccc([N+](=O)[O-])cc1)NCCSCc1ccco1	-39	0.38	0.74
Cc1cc(NC(=S)Nc2ccccc2)ccc1Br	.	0.07	-0.4
CC(=O)Nc1ccc2c3c(cccc13)CC2	-46	.	.
O=C(Nc1ccc(OCc2ccccc2)cc1)c1ccccc1	-55	.	.
N/C(=N\OC(=O)Cc1ccccc1)c1cccnc1	.	0.7	1.2
N#Cc1c(NC(=O)c2cc(-n3cnnc3)ccc2Cl)sc2c1CCCC2	16	0.73	0.7
Cn1c(SCc2ccc(Br)cc2)nnc1-c1cccs1	-108	-0.74	-0.58
O=C(CSc1ccccn1)N/N=C/c1c[nH]c2ccccc12	-18	.	.
CCOc1ccc(C(=O)NCC(=O)N2CCc3ccccc3C2)cc1OCC	-28	.	.
COc1ccc(/C=C(\NC(=O)c2ccc(C)cc2)C(=O)Nc2c(C)n(C)n(-c3ccccc3)c2=O)cc1	-67	.	.
CC(=O)N1CCN(S(=O)(=O)c2cccc(C(=O)Nc3ccc4c(c3)CCC4)c2)CC1	8	0.36	0.23
CCCCn1c(N)c(C(=S)NC(=O)CC(C)(C)C)c(=O)n(C)c1=O	.	-0.42	-0.76
COc1cccc(C2C(C(=O)Nc3cccnc3)=C(C)Nc3nnnn32)c1OC (stereo not drawn)	.	-0.44	-0.61
O=C(NC(=S)Nc1ccc(N2CCOCC2)cc1)c1ccc(Cl)cc1	37	-0.15	0.65
CC[C@H](C)C1NC(=O)[C@H](CC(=O)O)NC(=O)c2cc([N+](=O)[O-])cc(I)c2NCCC(C(N)=O)NC1=O (stereo partly drawn)	-18	-0.68	-0.96
C=CCn1c(=O)n(C(=O)OCC)c2cc(Br)ccc21	0	.	.
O=C(CCCn1c(=S)[nH]c2cc3c(cc2c1=O)OCO3)N1CCN(c2ncccn2)CC1	8	0.69	0.03
Cc1ccc(Cn2nnc3c(=O)n(CC(=O)N4CCCCC4)cnc32)cc1	.	0.93	0.96
O=C1CC(c2ccco2)=Nc2ccccc2N1	14	-0.85	-1.7

An excerpt from above in order of the SDO1 yeast rescue Rescue 24 h value, high to low:
SMILES	Insulin prom inh	SDO1 yeast rescue	SDO1 yeast rescue Rescue 24 h
Cc1ccc(Cn2nnc3c(=O)n(CC(=O)N4CCCCC4)cnc32)cc1	.	0.93	0.96
N#Cc1c(NC(=O)c2cc(-n3cnnc3)ccc2Cl)sc2c1CCCC2	16	0.73	0.7
Cn1c(SCc2ccc(Br)cc2)nnc1-c1cccs1	-108	-0.74	-0.58

Back to the main list; the two compounds before the break are reprinted first.
SMILES	Insulin prom inh	SDO1 yeast rescue	SDO1 yeast rescue Rescue 24 h
Cc1ccc(Cn2nnc3c(=O)n(CC(=O)N4CCCCC4)cnc32)cc1	.	0.93	0.96
O=C1CC(c2ccco2)=Nc2ccccc2N1	14	-0.85	-1.7
COc1cccc(/C=C2\N=C(SC)SC2=O)c1OC	.	0.1	0.2
CCOC(=O)c1ccc(CNC(=O)Cn2nnc(-c3ccccc3)n2)o1	-100	.	.
CC(NC(=S)NCc1ccc(F)cc1)C12CC3CC(CC(C3)C1)C2 (stereo not drawn)	-35	.	.
CC1=C(C#N)C(=O)N(C)C(C)(C)C1	-3	1.4	0.11
COc1cc(-c2nnc(SCC(=O)OC3CCCCC3)o2)cc(OC)c1OC	.	-0.3	0.11
CO/N=C(/c1nonc1N)N1CCN(c2ccc([N+](=O)[O-])cc2)CC1	.	-0.5	-0.68
CSC1=NC2C(N1)N(C)C(=O)N2C (stereo not drawn)	0	-0.55	-0.98
CCOCCN1CCN(c2c(CC)c(C)nc3cc(-c4cc(OC)cc(OC)c4)nn23)CC1	33	-2.6	-2.7
CCCc1ccccc1OCCNC(C)=O	-193	0.3	-0.72
CN1CCN(C(=S)Nc2ccc(Cl)cc2Cl)CC1	16	0.78	1.1
COC(=O)C1CCN(C(=O)COC(=O)[C@@H]2CC(O)CN2S(=O)(=O)c2ccc3c(c2)OCCO3)CC1 (stereo partly drawn)	10	1	0.79
CNc1oc(-c2ccc(C)cc2)nc1P(=O)(c1ccccc1)c1ccccc1	.	-1.8	-1.3
CCSc1nc2sc3c(c2c(=O)[nH]1)CCc1ccccc1-3	-32	-0.52	-0.07
CC(C)OC(=O)c1c(NC(=O)c2ccco2)sc2c1CCCCC2	17	0.29	1.6
Cc1cccc(NC(=O)CCn2nc(C)cc2C)c1	.	0.46	0.66
O=C(COc1ccc(Cl)cc1)OCC(=O)N1CCCCCC1	30	0.03	0.19
COc1ccc(C(=O)c2cc(C(C)=O)c(Nc3ccccc3)s2)cc1	-4	-0.29	-0.21
COc1ccc(N(CC(O)Cn2c(C)nc3ccccc32)S(=O)(=O)c2ccccc2)cc1 (stereo not drawn)	-69	0.21	-0.79
Cc1ccc(-c2c(C(=O)NC(C)C)oc(=O)c3ccccc23)cc1	8	.	.
Cc1ccc2nc(SCC(=O)O)nc(C)c2c1	0	0.36	-0.48
COc1ccc(N/C=C\C(=O)c2ccc3c(c2)OCO3)cc1	-6	0.62	0.51
O=C(c1cc(-c2ccccc2)nc2ccccc12)N1CCOCC1	-73	0.53	1.4
CCCC(C)NC(=S)NC(=O)c1cc(S(=O)(=O)N2CCOCC2)ccc1C (stereo not drawn)	-15	-0.89	-1.7
O=C(CCCNS(=O)(=O)c1cccs1)N1CCN(c2cccc(Cl)c2)CC1	-44	-1.1	-0.86
COC(=O)Nc1nn(Cc2ccccc2F)cc1Br	58	0.22	-1.1
NC(=O)C1CCN(C(=O)CCc2nc3ccccc3c(=O)[nH]2)CC1	-19	-0.23	-0.63
O=C(c1ccncc1)N(Cc1ccccc1)Cc1nc2ccccc2c(=O)[nH]1	.	-1.3	-1.1
NC(=O)c1oc2ccccc2c1NC(=O)CN1CCCCC1	.	-0.26	-0.95
Cc1cccn2c(=O)c3cc(C(=O)N4COCC4(C)C)n(C)c3nc12	57	0.97	0.37
COC(=O)CC1SC(=O)NC1=Nc1ccccc1 (stereo not drawn)	9	1.6	1.6
Cc1c(NC(=O)NCCN2C(=O)C3C4C=CC(C4)C3C2=O)c(=O)n(-c2ccccc2)n1C (stereo not drawn)	.	0.77	0.53
O=C(OCN1C(=O)c2ccccc2C1=O)c1ccco1	15	0.67	1.5
CCCN1Cc2cccc(C(=O)Nc3ccc(CC)cc3)c2C1=O	.	-0.67	0.03
Oc1ccccc1NCC(O)Cn1ccc2ccccc21 (stereo not drawn)	-19	-1.1	0.35
COc1ccccc1-c1c(C)nn2c(N3CCC4(CC3)OCCO4)cc(C)nc12	-250	-2.5	-0.7
Cn1c(C(=O)NCc2cccnc2)cc2sc(Cl)cc21	.	-0.06	0.1
O=C1CC(N2CCC(c3nc4ccccc4[nH]3)CC2)C(=O)N1c1ccccc1F (stereo not drawn)	-45	.	.
O=C1NC(=Nc2ccccc2)S/C1=C\C=C\c1ccco1	9	-1.4	-0.72
COc1ccc(CNC(=O)c2cnc3scc(C)n3c2=O)cc1	.	-0.3	-0.23
COC(=O)c1sccc1NC(=O)c1cc(-c2ccc(C)cc2C)nc2ccccc12	50	0.88	1.4
Cc1ccccc1NC(=O)NCCc1nc2ccccc2[nH]1	-21	0.02	-0.56
CCCC(=O)Nc1sc(C)c(C)c1C(=O)Nc1cccc(C)c1	35	-1.5	-1.3
CC1(C)CC(=O)C(N=Nc2ccc(-c3ccccc3)cc2)=C(O)C1	-282	.	.
CCN1CCn2c3c(c4cc(Cl)ccc42)CCCC31 (stereo not drawn)	.	0.26	1.3
CCOC(=O)N1CCN(c2nc(-c3ccc(Cl)cc3)cs2)CC1	.	-0.67	-0.61
Cc1cc(NC(=O)CSc2nc(-c3ccc(F)cc3)cs2)no1	.	0.04	0.94
Cc1cc(=O)[nH]c2c3ccccc3nn12	18	.	.
O=C(CN1C(=O)c2ccccc2C1=O)NCC1CCCO1 (stereo not drawn)	.	0.2	0.06
CCOC(=O)c1cccnc1SCC(=O)N(CC)c1cccc(C)c1	-72	-1.1	-0.64
CC(C)(C)NC(=O)CSc1nncn1NCc1ccccc1	0	1.1	1.1
Cc1cc(C)nc(SCC(=O)c2c(N)n(C)c(=O)n(C)c2=O)n1	23	0.35	-0.13
COc1ccc(/C(O)=C/C(=O)C(=O)Nc2c(C)n(C)n(-c3ccccc3)c2=O)cc1	6	0.71	1
CC1=Nc2ccccc2/C1=C\c1nc(-c2ccc(C(F)(F)F)cc2)oc1O	-28	-1.4	-0.53
Cc1ccc(NC(=S)NNC(=O)c2ccc(N3CCOCC3)c([N+](=O)[O-])c2)cc1C	26	1.6	1.5
c1ccc(CNc2ncnc3c2cnn3Cc2ccccc2)cc1	37	-1.2	-1.3
Oc1ccc(/C=N/N2CCN(C3c4ccccc4-c4ccccc43)CC2)c(O)c1	-25	.	.
CCSc1nc2c(c(=O)[nH]1)C(c1ccc(C)cc1)C1=C(CCCC1=O)N2 (stereo not drawn)	35	.	.
O=C(O)C1C2C=CC(C2)C1C(=O)Nc1cccc(C(=O)N2CCCCC2)c1 (stereo not drawn)	28	1.1	0.06
COc1ccccc1CNCc1ccc(OC)c(OC)c1OC	-195	1.4	1.1
COC(=O)c1ccccc1NC(=O)CCNC(=O)Cn1cnc2ccccc2c1=O	.	-1	-1

Exported in markdown: four of the compounds above.
| SMILES | Insulin prom inh | SDO1 yeast rescue | SDO1 yeast rescue Rescue 24 h |
| --- | --- | --- | --- |
| CS(=O)(=O)CCC(C(=O)N1CCOCC1)N1C(=O)c2cc(Cl)c(Cl)cc2C1=O (stereo not drawn) | 11 | -0.2 | -0.44 |
| COc1ccc(CNC(=O)c2cnc3scc(C)n3c2=O)cc1 | . | -0.3 | -0.23 |
| CCCC(=O)Nc1sc(C)c(C)c1C(=O)Nc1cccc(C)c1 | 35 | -1.5 | -1.3 |
| Cc1ccc(NC(=O)CSc2ncnc3ccccc23)cc1S(=O)(=O)N1CCCCC1 | -8 | -0.96 | -0.18 |

More structures.
SMILES	Insulin prom inh	SDO1 yeast rescue	SDO1 yeast rescue Rescue 24 h
CCc1ccc(CN/C=C/C(=O)c2ccc(Br)cc2)cc1	.	-0.6	-0.32
COC(=O)c1cc2c(C)nn(-c3ccccc3)c2s1	37	-0.82	-0.97
CCOC(=O)COc1ccc2nsnc2c1Cl	.	0.91	1
C/C(=N/OC(=O)C1CC12CCC2)c1ccc(Br)cc1 (stereo not drawn)	-7	.	.
NNC(=O)c1ccc(COc2cccc3cccnc23)cc1	0	.	.
Cc1ccc2nc(SCC(=O)Nc3ccc(F)c([N+](=O)[O-])c3)[nH]c2c1	.	-1.1	-1.2
Cc1ccc(CN(c2ccc(C(=O)Nc3cccnc3)cc2)S(C)(=O)=O)cc1	.	-0.08	-0.52
CCOC(=O)c1sc(NC(=O)c2ccc(S(=O)(=O)N3CCOCC3)cc2)cc1C	23	0.96	2.2
Cc1ccc(NC(=S)NCCSc2ccc(Cl)cc2)cc1	36	.	.
O=C1NCC(c2ccccc2)C1C(=O)N/N=C/c1ccc(Cl)s1 (stereo not drawn)	-71	.	.

Assay outcomes as filed in PubChem.
